MT stabilizer: microtubule stabilizers in HeLa cells, primary screen, imaging, high-content imaging; HeLa tubulin immunostaining HCS, 24 h; share of cells brighter than vehicle mean+2SD; % tubulin-high responders, % at 10 µM; hit rate 0.83% among 200,000; AID 2205, 2009;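 active = plate Z-score above 3 for both tubulin-high and condensed-nucleus cell shares, with cell loss under 80%, at 10 µM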;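 also: anti alpha tubulin signal scored within the nucleus-defined area of each cell; some results filed as inactive read as strong as hits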
Dynein transport: inhibitors of GR-EGFP nuclear translocation, primary screen, dynein cargo transport inhibitor project, imaging, high-content, 3617.4 mouse cells; test concentration mostly 20 µM; stimulated with dexamethasone, 1 µM; active compounds read low; z-score, hits read low; hit rate 0.47% among 220,000; AID 1381, 2008;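 active = plate z-score of nuclear minus cytoplasmic receptor signal below a set negative limit, without overly bright fluorescence or cell loss, cut at about -3.5 in these data, passing the limit was not always enough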;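 also: z-score of nuclear minus cytoplasmic ring GR-EGFP intensity difference per well; some compounds called inactive have numbers as strong as hits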
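medium = tetracycline-free induction medium containing charcoal-stripped FBS | probe or stimulus = dexamethasone, 1.0 µM final | timing = 48 h induction, then 1 h compound, then 30 min agonist, 37 °C | detection = automated 10x imaging of fixed Hoechst-stained cells | read-out basis = nuclear versus cytoplasmic GR-EGFP signal, averaged per well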
Autophagy HCS: autophagy modulators in MEF cells, primary screen, imaging, high-content, MEF GFP-LC3 | MEF GFP-LC3 puncta imaging; test concentration mostly 10 µM | calls only at 10 µM (by protocol) | hit rate 0.98% among 190,000;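 active = percentage of spot-positive cells more than 3 SD above its plate mean, without a fluorescence outlier flag or 80% toxicity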;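 also: spot-positive cell cutoff set from DMSO-treated cells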
WT yeast gro inh: growth inhibition of WT strain, primary screen, mitochondrial fusion inhibitor project, WT and mutant strains, chemical genetic. hit rate 2.1% among 190,000. inhibition, % at 10 µM. AID 1362, 2008. mitochondrial fusion phenotypic screen; in the data active = inhibition above about 58%; tested in S. cerevisiae
Insulin prom up: insulin promoter activators in MIN6 cells, imaging, high-content screening, mouse beta cells | hit rate 0.3% among 190,000 | z-score at 5 µM | MIN6 insulin promoter-GFP reporter; active compounds read high | AID 1625, 2009;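 active = z-score above 3 at 5 µM with at least 500 cells counted in the well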
Yfh1-off respiration: enhancers of respiration in Yfh1-depleted yeast, dose response, Friedreich's ataxia, plus single-dose screen (AID 1465); S. cerevisiae Yfh1-off respiration, WST-1 reduction, 72 h; higher fold induction means a stronger effect; fold induction at 50 µM, or EC50 in µM where a hit was titrated; hit rate 0.074% among 220,000;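 active = fold induction of absorbance versus untreated yeast above a set limit, then at least 30% activation at any dose in follow-up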;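 also: activators that raise dye reduction in frataxin-depleted yeast; strong numbers were not always called active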
bCat nuc transl: modulators of beta-catenin nuclear translocation, primary screen, imaging, HeLa cells, immunofluorescence, high-content. nuclear translocation activity, % at 5 µM. hit rate 0.3% among 190,000;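 active = nuclear translocation activity above 50% at 5 µM, with a well cell count of 50 or more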;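 also: per-cell ratio of nuclear to cytoplasmic median beta-catenin stain intensity; plate controls were DMSO negative control for no effect and GSK-3 inhibitor IX positive control for full effect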
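test system = HeLa cells, endogenous beta-catenin | dosing = single 5 µM dose plus 0.02–20 µM confirmation series | times = compound treatment 24 h, 37°C, 5% CO2 | technique = beta-catenin immunofluorescence imaging with DAPI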
HEK293 NOD2/NF-kB: NOD2 signaling inhibitors, cell-based, luminescence, uHTS, HEK293 (AID 1566); HEK293 NOD2/NF-kB luciferase reporter, luminescence; higher % means a stronger effect; inhibition, % at 4 µM, or EC50 in µM where a hit was titrated; hit rate 0.63% among 290,000; in the data active = inhibition above about 50%; also: many of its hits are not listed in these tables
Lipid droplet: inhibitors of hepatocyte lipid droplet formation, primary screen, imaging, high-throughput imaging, BODIPY stain; AID 1656, 2009; inhibition, % at 6.5 µM; hit rate 0.4% among 240,000; AML12 mouse hepatocytes, oleate lipid droplets;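 active = lipid droplet intensity inhibited by at least 50%, with more than 500 cells counted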
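Assay system: AML12 mouse liver cells | Compound: 6.5 µM single-point dosing | Schedule: Overnight exposure | Technique: Fluorescence imaging, 20x objective, two fields per well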
WT yeast gro inh mutant strain: also measured in WT yeast gro inh; calls as there; inhibition, %; mitochondrial fusion phenotypic screen, mutant strain inhibition
Dynein transport cytoplasmic EGFP: further read-out of Dynein transport, marked with its call; z-score; measured here: cytoplasmic GR-EGFP intensity; active compounds read high
Dynein transport nuclear GR-EGFP: recorded beside Dynein transport, whose call it bears; z-score; measured here: nuclear GR-EGFP intensity;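 lower value marks the stronger effect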
Dynein transport cell count: also measured in Dynein transport; calls as there; z-score; measured here: cell count per field
Insulin prom up cell count: also measured in Insulin prom up; calls as there; cell count; measured here: cytotoxicity, nuclei count;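 total cells summed across four imaged fields per well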
Lipid droplet cells 6.5 µM: second read-out of Lipid droplet, no call of its own (marks repeat the call); cell count; measured here: cell count, cytotoxicity flag;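 cells counted across two imaged fields per well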
bCat nuc transl cell count 5 µM: also measured in bCat nuc transl; calls as there; cell count; measured here: cell count, cytotoxicity flag
MT stabilizer Hoechst-high %: recorded beside MT stabilizer, whose call it bears; % Hoechst-high responders; measured here: nuclear condensation Hoechst responders;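 share of cells brighter than vehicle mean plus two SD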
MT stabilizer cytotoxicity %: recorded beside MT stabilizer, whose call it bears; toxicity, %; measured here: cytotoxicity by cell density;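 0% = mean cell density of plate MIN control wells and 100% = no cells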
Autophagy HCS cell loss 18 h: further read-out of Autophagy HCS, marked with its call; toxicity, %; measured here: cell loss, nuclei count;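 cell loss after 18 h compound exposure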
An asterisk follows results filed as active; i = inactive; x = not tested or not shown. These rows are one share of the data, so the mix of outcomes need not match the whole.

smiles | MT stabilizer | MT stabilizer Hoechst-high % | MT stabilizer cytotoxicity % | Dynein transport | Dynein transport cytoplasmic EGFP | Dynein transport nuclear GR-EGFP | Dynein transport cell count | Autophagy HCS | Autophagy HCS cell loss 18 h | WT yeast gro inh | WT yeast gro inh mutant strain | Insulin prom up | Insulin prom up cell count | Yfh1-off respiration | bCat nuc transl | bCat nuc transl cell count 5 µM | HEK293 NOD2/NF-kB | Lipid droplet | Lipid droplet cells 6.5 µM
O=C(CN1C(=O)c2ccccc2C1=O)Nc1ccc(N2CCOCC2)cc1 | 1.6 | 2.4 | 4.1 | -0.15 | -0.2 | 0.15 | 0.24 | i | 3 | -2 | -5 | 0.45 | 1186 | i | -0.8 | 907 | -2% | x | x
O=C(NCCC1=CCCCC1)C1CC(=O)N(C2CCCCC2)C1 (stereo not drawn) | 1.3 | 2.0 | 16 | 0.14 | -0.23 | 0.081 | 1.1 | i | 1 | 5 | 17 | -0.02 | 1530 | i | 0.2 | 1350 | 8% | x | x
O=C(Nc1ccccc1)c1ncoc1-c1ccc(Cl)cc1 | x | x | x | -0.22 | -0.26 | -0.091 | -0.13 | x | x | x | x | -0.47 | 1446 | i | -2.4 | 1066 | -22% | 0 | 707
O=C(c1ncc[nH]1)c1cccs1 | x | x | x | 0.47 | -0.22 | 0.13 | -0.75 | x | x | x | x | 0.36 | 1431 | i | 0.7 | 1351 | -26% | -5 | 646
CC(=O)Oc1ccc(N(c2ccccc2)S(=O)(=O)c2ccc(C)cc2)cc1 | 3.7 | 3.1 | 4.0 | 0.29 | -0.2 | 0.57 | -1.3 | i | 5 | 22 | 3 | -1.2 | 1216 | i | 0.0 | 1139 | 5% | -8 | 687
CC1(C)N=C(N)N=C(N)N1c1ccc(C(=O)O)cc1 | 1.9 | 1.9 | 8.6 | -0.42 | -0.23 | 0.34 | 0.44 | i | -13 | -6 | 2 | 0.58 | 777 | x | x | x | 1% | 12 | 782
COc1ccc(C(=O)c2ccc(OC)c(OC)c2)cc1OC | 4.1 | 2.1 | 3.5 | -0.33 | -0.4 | 0.13 | 0.58 | i | -4 | 8 | -16 | x | x | i | x | x | 18% | x | x
CCCN1CCC(=O)N([C@H](CSc2ccc(C)cc2)c2ccccc2)CC1 | x | x | x | 0.11 | -0.61 | 0.13 | -0.16 | x | x | x | x | -0.27 | 992 | i | -0.2 | 1304 | -13% | 24 | 709
CCOC(=O)C1C(=O)Oc2ccc3ccccc3c2C1C1CCOC1=O (stereo not drawn) | 4.9 | 3.3 | 2.0 | -0.32 | -0.13 | 0.018 | 0.27 | i | 10 | -5 | 0 | -0.8 | 607 | i | x | x | 10% | x | x
Cc1cc(C)c(-c2csc(NC(=O)/C=C/c3cccs3)n2)c(C)c1 | 5.0 | 2.1 | 3.6 | 0.15 | -0.26 | 0.13 | 0.28 | i | 50 | 44 | 10 | 0.12 | 805 | i | 8.6 | 1045 | 19% | 36 | 682

Continuation.
smiles | MT stabilizer | MT stabilizer Hoechst-high % | MT stabilizer cytotoxicity % | Dynein transport | Dynein transport cytoplasmic EGFP | Dynein transport nuclear GR-EGFP | Dynein transport cell count | Autophagy HCS | Autophagy HCS cell loss 18 h | WT yeast gro inh | WT yeast gro inh mutant strain | Insulin prom up | Insulin prom up cell count | Yfh1-off respiration | bCat nuc transl | bCat nuc transl cell count 5 µM | HEK293 NOD2/NF-kB | Lipid droplet | Lipid droplet cells 6.5 µM
Cc1cc(C(=O)COC(=O)C2=NNC(=O)CC2)c(C)n1-c1ccccc1 | 2.5 | 3.7 | 3.3 | -0.3 | -0.14 | -0.15 | 1.3 | i | 1 | -3 | -2 | 0.3 | 811 | i | -3.8 | 1020 | 3% | 2 | 735
S=c1c2c(nc3nc[nH]n13)CCC2 | x | x | x | -0.0093 | -0.28 | 0.042 | 0.73 | x | x | x | x | 0.87 | 1098 | i | -0.8 | 1348 | 1% | -7 | 640
COc1ccc(-c2[nH]n(-c3ccc([N+](=O)[O-])cc3)c(=O)c2C=NCCN2CCNCC2)cc1 | 23 | 71 | 90 | 2 | -0.099 | 0.63 | 0.38 | i | -16 | 13 | -2 | 0.35 | 1448 | i | -0.3 | 1472 | 7% | -3 | 665
Nc1c(C(=O)NCc2ccc3c(c2)OCO3)nnn1Cc1cccc(F)c1 | x | x | x | -1.1 | -0.17 | 0.089 | 0.42 | x | x | x | x | x | x | i | -0.2 | 1277 | 10% | 4 | 768
CCc1ccc(CNCCNCC(C)O)cc1 (stereo not drawn) | 2.4 | 2.1 | 6.1 | -0.34 | -0.17 | 0.4 | -0.66 | i | -19 | 10 | 19 | 0.14 | 1530 | i | 2.8 | 1354 | 19% | x | x
O=C(CN1C(=O)c2ccccc2S1(=O)=O)Nc1cccnc1 | 3.2 | 3.5 | 6.4 | 0.79 | -0.2 | 0.43 | 0.032 | i | -1 | 10 | 11 | 0.75 | 1223 | i | -0.3 | 547 | 6% | x | x
O=C(COc1ccccc1Cl)N1CCN(c2ncccn2)CC1 | 1.7 | 1.7 | 13 | -0.87 | -0.17 | -0.27 | 1.5 | i | -1 | -7 | 5 | 0.32 | 1039 | i | -1.6 | 891 | 5% | x | x
Cn1nc(OCC(N)=O)ccc1=O | 3.1 | 2.3 | 9.3 | -0.17 | -0.27 | -0.11 | 1.4 | i | -3 | -17 | -7 | 0.36 | 1189 | i | -3.0 | 1149 | 12% | 13 | 731
COc1ccccc1N1CCN(C(=O)Nc2ccc([N+](=O)[O-])cc2)CC1 | 2.7 | 2.5 | 5.7 | 2.3 | -0.25 | 0.59 | -1.2 | i | 5 | 10 | -4 | -0.39 | 1270 | i | -0.1 | 908 | 17% | -11 | 651
O=C(CC(c1ccco1)C1CCCCC1=O)c1ccccc1 (stereo not drawn) | 1.2 | 1.6 | 4.4 | -0.2 | -0.35 | -0.12 | 0.43 | i | -8 | 1 | 0 | 0.55 | 879 | i | 2.6 | 1190 | 1% | -7 | 728

Remaining list, next part:
smiles | MT stabilizer | MT stabilizer Hoechst-high % | MT stabilizer cytotoxicity % | Dynein transport | Dynein transport cytoplasmic EGFP | Dynein transport nuclear GR-EGFP | Dynein transport cell count | Autophagy HCS | Autophagy HCS cell loss 18 h | WT yeast gro inh | WT yeast gro inh mutant strain | Insulin prom up | Insulin prom up cell count | Yfh1-off respiration | bCat nuc transl | bCat nuc transl cell count 5 µM | HEK293 NOD2/NF-kB | Lipid droplet | Lipid droplet cells 6.5 µM
CS(=O)(=O)N(CCc1ccccc1)CC(=O)Nc1ccc2c(c1)OCO2 | 2.7 | 2.2 | 2.7 | 0.078 | -0.15 | 0.09 | 0.39 | i | -8 | 0 | -1 | 0.43 | 1907 | i | -0.7 | 1124 | -14% | -1 | 712
CC(C)Cn1nc(NC(=O)c2cccs2)c2cc3ccccc3nc21 | x | x | x | 1.6 | -0.27 | 0.59 | -0.39 | x | x | x | x | -0.17 | 1045 | i | 1.8 | 1250 | 0% | -11 | 745
CC1CN(c2oc(-c3ccco3)nc2S(=O)(=O)c2ccccc2)CC(C)O1 (stereo not drawn) | 3.4 | 2.6 | 5.1 | -0.96 | -0.15 | -0.12 | 0.28 | i | -8 | 6 | -5 | -0.56 | 862 | i | -6.6 | 836 | 11% | x | x
O=C(NCC1CCCO1)c1onc(CSc2cccc(Cl)c2)c1C(=O)O (stereo not drawn) | 3.1 | 1.7 | 6.4 | 0.12 | -0.22 | -0.66 | 0.61 | i | 9 | -2 | -10 | -0.16 | 1532 | i | 0.5 | 1233 | 10% | x | x
COc1cc2c(cc1NC(=O)CN1C(=O)NC3(CCc4ccccc43)C1=O)oc1ccccc12 (stereo not drawn) | 42 | 4.2 | 32 | 1.3 | -0.21 | 0.84 | -0.68 | i | 10 | 66* | 35* | -1.1 | 1011 | i | 0.3 | 1153 | -34% | x | x
CCCOc1ccc(Cc2nn[nH]n2)cc1 | 3.9 | 1.6 | 5.3 | -1.2 | -0.11 | 0.086 | 0.94 | i | 23 | 3 | -1 | 0.21 | 1012 | i | 3.9 | 744 | 6% | x | x
C/C=C/C=N/Nc1nc(-c2ccc([N+](=O)[O-])cc2)cs1 | 3.0 | 2.2 | 7.7 | 1 | 0.63 | 0.84 | -0.69 | i | 1 | 24 | 5 | -0.7 | 1118 | i | 3.5 | 570 | -1% | 10 | 635
CCCOc1ccc(N2C(=O)CC(N(Cc3ccco3)C(=O)CCC(=O)O)C2=O)cc1 (stereo not drawn) | x | x | x | -0.74 | -0.23 | -0.39 | 0.34 | x | x | x | x | -0.5 | 1405 | i | 2.0 | 1252 | 1% | -4 | 653
Cc1ccc2nc(-c3cccnc3)cc(C(=O)N3CCN(c4ccc([N+](=O)[O-])cc4)CC3)c2c1 | 3.7 | 2.5 | 2.3 | 0.37 | -0.24 | 0.83 | -0.029 | i | 19 | 2 | 5 | -1.4 | 1327 | i | 2.5 | 1465 | 14% | x | x
CC(C)CN(C(=O)CSc1nn(-c2ccc(Cl)cc2)c(=S)s1)C1CCS(=O)(=O)C1 (stereo not drawn) | 1.7 | 2.1 | 2.8 | 0.77 | -0.28 | 0.23 | -0.28 | i | 1 | 5 | -13 | x | x | i | 2.0 | 856 | 15% | -20 | 636
Nc1nc(N)c(Cc2ccc(Cl)cc2Cl)c(N)n1 | 8.6 | 1.9 | 4.3 | -0.096 | -0.18 | 0.097 | 0.32 | i | 25 | -6 | 4 | -0.54 | 940 | i | 2.7 | 991 | 18% | 7 | 659
O=[N+]([O-])c1cc2cccnc2c2ncccc12 | x | x | x | -0.56 | -0.16 | -0.41 | -0.25 | x | x | x | x | -0.33 | 1350 | i | -1.5 | 1235 | -28% | -8 | 727
